pCIP destab = compounds decreasing mouse p/CIP protein stability; Q05BA5; F442A p/CIP-EGFP cells, EGFP fluorescence, 16 h; decrease of EGFP signal, % at 10 µM; 290,000 tested, 0.01% active; AID 1984;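 active = EGFP signal decrease of at least 30% at 10 µM or well 3 SD below plate mean, unless failing retest; inactive = the rest, including hits failing retest or dose response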; note: some compounds called inactive have numbers as strong as hits; many of its hits are not listed in these tables
MEKK2 WT-MEK5 = raises or lowers MEK5 binding to wildtype human MEKK2 PB1 domain; Q9Y2U5; bead flow cytometry, Alexa488-MEK5 binding to MEKK2 WT; actives lie on both sides; binding response (% of control), % at 10 µM; 290,000 tested, 1.1% active; AID 1531; in the data active = binding response below about 67% or above about 130%
M18AAP inhibitor = blocks P. falciparum M18 aspartyl aminopeptidase; recombinant PfM18AAP, H-Glu-NHMec fluorogenic cleavage; inhibition, % at 7.35 µM; 290,000 tested, 1.2% active; AID 1822;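 active = inhibition above the campaign mean inhibition over all tested compounds plus 3 SD, cut at about 28% in these data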;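 note: 0% = plate median of test compound wells and 100% = 2 mM ZnCl2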
NALP1 inh = NALP1 inhibition; S. cerevisiae NALP1/ASC/caspase-1 growth, X-gal OD620, 72 h; 280,000 tested, 0.61% active; AID 2071; inhibition, % at 10 µM; in the data active = inhibition mostly above about 24%, no sharp cut-off; inactive = mostly below about 32%; note: some compounds called inactive have numbers as strong as hits
IDE inh = inhibitors of human insulin-degrading enzyme in cells | P14735 | HEK cells, FAbetaB cleavage, fluorescence polarization | inhibition, % at 5.59 µM | 320,000 tested, 0.41% active;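 active = percent inhibition above the average of all tested compounds plus 3 SD, set per screening campaign, cut at about 16% in these data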;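 note: IDE supplied by intact live HEK cells; FP after avidin binding of uncleaved biotin substrate so inhibition keeps polarization high; 0% = DMSO wells and 100% = 60 µM reference IDE inhibitor Ii1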
MEKK3 PB1 HTS = modulators (inhibitors or enhancers) of MEK5 binding to human MEKK3 PB1 domain. bead-based flow cytometry, Alexa488-MEK5 binding to MEKK3; actives lie on both sides; 0 = blocked by unlabeled MEK5, 100 = vehicle. binding response (% of control), % at 10 µM. 290,000 tested, 1.4% active. AID 1529;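 active = binding response more than 3 SD above or below the average of its plate-row segment, actives on both sides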;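 note: Alexa488 bead fluorescence after subtracting the streptavidin-only scavenger bead signal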
Target sequence (Q99759 whole entry, looked up, the tested form may be a part): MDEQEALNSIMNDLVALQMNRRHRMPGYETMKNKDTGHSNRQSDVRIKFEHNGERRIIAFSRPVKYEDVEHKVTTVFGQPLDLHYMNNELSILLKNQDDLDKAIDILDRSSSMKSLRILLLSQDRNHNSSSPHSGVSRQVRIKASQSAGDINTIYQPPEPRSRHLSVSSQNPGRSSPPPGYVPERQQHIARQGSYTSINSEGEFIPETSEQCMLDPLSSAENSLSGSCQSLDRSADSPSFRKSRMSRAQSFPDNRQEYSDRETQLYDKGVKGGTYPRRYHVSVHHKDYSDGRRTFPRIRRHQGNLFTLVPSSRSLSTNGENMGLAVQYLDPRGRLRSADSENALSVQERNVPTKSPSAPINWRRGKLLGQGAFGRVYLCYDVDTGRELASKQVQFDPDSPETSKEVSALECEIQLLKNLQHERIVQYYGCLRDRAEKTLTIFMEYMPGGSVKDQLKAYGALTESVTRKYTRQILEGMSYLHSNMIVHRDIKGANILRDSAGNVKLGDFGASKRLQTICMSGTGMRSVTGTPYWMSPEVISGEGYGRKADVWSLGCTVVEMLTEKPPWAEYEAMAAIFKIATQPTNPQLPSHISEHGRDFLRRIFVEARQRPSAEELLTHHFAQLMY
MEKK2 mut-MEK5 = signal of MEK5 binding to mutant human MEKK2 PB1 domain. AID 1530. percent response, % at 10 µM. bead flow cytometry, Alexa488-MEK5 binding to MEKK2 mutant. 290,000 tested, 0.35% active; in the data active = percent response above about 24%, passing the limit was not always enough; note: inactives centre near 1; some results filed as inactive read as strong as hits; reference of the scale not given here
IDE act = activators of human insulin-degrading enzyme in cells | P14735 | HEK cells, FAbeta-B cleavage, fluorescence polarization; 0% vehicle, 100% cell-free pure enzyme wells | activation, % at 5.96 µM | 340,000 tested, 0.073% active | AID 493087;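 active = activation above the mean of all tested compounds plus 3 SD, set per screening campaign, cut at about 17% in these data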
SUMO HTRF inh = SUMOylation inhibition | 290,000 tested, 0.36% active | HTRF SUMOylation assay, SAE1/SAE2 + UBC9, in vitro | AID 2006 | inhibition, % at 35 µM; in the data active = inhibition above about 50%, passing the limit was not always enough; note: strong numbers were not always called active
Target sequence (P63279 whole entry, looked up): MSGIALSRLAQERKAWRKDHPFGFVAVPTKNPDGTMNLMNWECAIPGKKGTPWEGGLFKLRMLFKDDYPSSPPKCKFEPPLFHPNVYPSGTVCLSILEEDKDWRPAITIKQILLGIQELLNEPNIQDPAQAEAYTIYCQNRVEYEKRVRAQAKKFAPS
The depositor's hits bear a star; x = not tested or not shown. These rows are one share of the data. The share of hits here may be higher or lower than overall.

IDE act | SUMO HTRF inh | MEKK2 WT-MEK5 | pCIP destab | MEKK3 PB1 HTS | IDE inh | NALP1 inh | M18AAP inhibitor | MEKK2 mut-MEK5 | Compound
0 | -16 | 94 | -1 | 94 | 6 | x | x | 1 | COc1cc(CCCN2C(=O)C(=O)NC[C@@H]2c2ccccc2)cc(OC)c1OC
2 | -16 | 103 | 0 | 102 | 1 | x | 5 | 6 | CC(C)CC(c1nnnn1C1CCCC1)N1CCN(c2ccccc2F)CC1 (stereo not drawn)
-4 | 8 | 107 | -3 | 103 | 4 | 26 | -10 | 13 | O=C(NC(=S)Nc1ccc(S(=O)(=O)Nc2nccs2)cc1)c1ccc(F)cc1
2 | -2 | 105 | 16 | 101 | 7 | -9 | 0 | 3 | COc1cc(/C=C2/NC(=O)NC2=O)cc(Br)c1OCc1cccc(C(=O)O)c1
5 | 9 | 97 | 0 | 103 | -2 | 15 | 3 | 2 | Cc1c(-c2ccc(Cl)cc2Cl)nc2ccccc2c1C(=O)NCCN1CCOCC1
-6 | 49 | 51 | 1 | 81 | 11 | 11 | 3 | -59 | O=c1oc2c(CN3CCCCC3)c(O)ccc2c2c1CCCCC2
2 | 6 | 95 | -20 | 97 | -3 | 46 | -1 | -4 | N/C(=N\OC(=O)COc1ccc(Cl)cc1)c1cccnc1
0 | 1 | 110 | 6 | 106 | -5 | 10 | -2 | 10 | NS(=O)(=O)c1ccc(CCNC(=O)c2cncc(Br)c2)cc1
-8 | 3 | 105 | -7 | 104 | 12 | 11 | -3 | 4 | O=C(c1ccc(CSc2ccc(Cl)cc2)cc1)N1CCOCC1
5 | 2 | 108 | -7 | 105 | 3 | 0 | 2 | 9 | Cc1ccc(S(=O)(=O)CCC(=O)NCCc2ccc(Cl)cc2)cc1
-4 | 18 | 105 | 8 | 100 | 6 | 3 | 8 | 3 | Cc1[nH]c2ccccc2c1C(C#N)(C#N)C1C(=O)c2ccccc2C1=O
5 | 14 | 99 | 0 | 100 | -6 | 18 | -9 | 0 | COCCNC(=O)c1cn(C)c2ccc(S(=O)(=O)N3CCCCC3)cc2c1=O
6 | 4 | 98 | -37 | 102 | -1 | 23 | 0 | -3 | Cc1ccc(C)c(N2CC(O)(c3cccs3)[N+]3=C2CCCC3)c1 (stereo not drawn)
x | 12 | 84 | 3 | 95 | 1 | -15 | -12 | -16 | CCc1nnc(NC(=O)c2csc3c2CCC(C)C3)s1 (stereo not drawn)
3 | 23 | 105 | -2 | 107 | 4 | 44 | -11 | -1 | CC(=O)CCC(=O)c1ccc2ccccc2c1
-5 | 8 | 108 | -20 | 100 | -1 | -8 | -11 | 4 | Cc1ccc(S(=O)(=O)NC(C)CCc2ccccc2)cc1 (stereo not drawn)
-1 | -2 | 97 | 2 | 97 | 4 | 3 | 6 | -1 | COc1ccc(Oc2ccc(N/C=C3/CCCC3=O)cc2)cc1
-2 | 10 | 101 | -5 | 99 | 0 | 24 | -2 | 3 | Cc1sc2ncn3c(C)nnc3c2c1C
-1 | 4 | 94 | -11 | 96 | 1 | 3 | 2 | 0 | Cc1ccc(S(=O)Cc2ccc(C(=O)N3CCN(C(=O)c4ccco4)CC3)o2)cc1 (stereo not drawn)
4 | -3 | 99 | -6 | 103 | -5 | 30 | -1 | -1 | Cc1ccc(CNC(=O)COC(=O)[C@@H]2CC(O)CN2S(=O)(=O)c2ccc3c(c2)OCCO3)cc1 (stereo partly drawn)
3 | 4 | 100 | 0 | 97 | 4 | -10 | -2 | -1 | COc1ccc(CCNC(=O)CCC(=O)N2CCOc3ccccc32)cc1OC
2 | 14 | 94 | -1 | 102 | 2 | 12 | 5 | -4 | O=S(=O)(Nc1cccc(-c2ccc3nncn3n2)c1)c1cccs1
-3 | 9 | 102 | -8 | 100 | 9 | -9 | -5 | 8 | CC(=O)NCCC1CCN(c2nc3nonc3nc2N(C)Cc2ccccc2)CC1
8 | -5 | 100 | -7 | 100 | 4 | 13 | 4 | 4 | N#Cc1nc(-c2ccc(Cl)cc2)oc1N1CCCCC1
3 | 3 | 103 | -16 | 102 | 2 | 12 | 2 | 5 | CCOc1ccccc1NC(=O)CCCc1nc2ccccc2c(=O)[nH]1
0 | 20 | 99 | -7 | 99 | -4 | -1 | -2 | 2 | Nc1cccnc1Oc1ccc(F)cc1
5 | -11 | 97 | 9 | 107 | -3 | -8 | 7 | -8 | CCn1c(CNC(=O)Cc2ccc(OC)cc2)n[nH]c1=S
5 | 6 | 102 | -11 | 103 | 1 | -1 | 2 | 5 | N#Cc1c(F)cccc1NCc1cccs1
-8 | 20 | 106 | -19 | 102 | 5 | -4 | 4 | 11 | CC(C)CNS(=O)(=O)c1ccc(CCC(=O)N2CCN(c3ccccc3)CC2)cc1
2 | -8 | 99 | -14 | 104 | -1 | 28 | -3 | 0 | CC(=O)c1ccc(NC(=S)NC(=O)CC(C)C)cc1
2 | 1 | 92 | -7 | 97 | -3 | 10 | -1 | -11 | Cc1nn(-c2cccc(Cl)c2)c2nc(-c3ccncc3)cc(C(=O)N3CCOCC3)c12
5 | -20 | 101 | -1 | 98 | 6 | 5 | -8 | 0 | COCCNCC(=O)Nc1ccc(C)c(S(=O)(=O)N2CCCCC2)c1
3 | 12 | 102 | -6 | 103 | -5 | -8 | 0 | -5 | COCCCNc1c2c(nc3nnnn13)CCCC2
4 | 14 | 97 | -12 | 96 | x | 22 | 5 | 1 | COc1ccc(N(C(=O)c2snc(C(N)=O)c2N)C(C(=O)NC2CCCC2)c2ccco2)c(OC)c1 (stereo not drawn)
1 | -17 | 101 | -16 | 105 | 5 | 7 | 5 | -3 | Cc1cc(NC(=O)c2cn(C3CCCCC3)c(=O)c3c2c2ccccc2n3C)no1
1 | -10 | 102 | -4 | 103 | -8 | 1 | 12 | -4 | CCCCC(CC)CNC(=O)C(=O)C1C(=O)Nc2ccccc21 (stereo not drawn)
2 | 5 | 97 | 2 | 115 | -3 | 20 | 7 | 6 | COC(=O)c1ccc(NC(=O)C23CC4CC(C2)CC(n2cnc(Cl)n2)(C4)C3)cc1
0 | -7 | 103 | -6 | 104 | 0 | 18 | -1 | -2 | Cc1nc(-c2ccc([N+](=O)[O-])cc2)c(-c2ccccc2)o1
3 | -10 | 204* | 4 | 112 | 1 | -1 | 6 | 41* | CCOc1ccc(C(=O)/C=C/c2cn(CN3CCN(C)CC3)c3ccccc23)cc1
-1 | 9 | 88 | -9 | 92 | 3 | 13 | 1 | -2 | O=C(Cn1c(CN2CCCCC2)nc2ccccc2c1=O)Nc1ccccc1
-1 | x | 101 | -16 | 99 | 5 | 7 | 7 | 3 | CCc1nnc(NC(=O)CCC(=O)N2CCN(Cc3ccc(C)cc3C)CC2)s1
2 | 22 | 86 | -16 | 101 | -2 | 3 | -2 | -10 | COc1ccc(Cn2nnnc2C(CC(C)C)N2CCC(C(N)=O)CC2)cc1 (stereo not drawn)
-4 | 10 | 94 | -13 | 88 | -5 | 3 | -2 | -5 | CCN(C(=O)COC(=O)c1cccnc1SC)C1CCS(=O)(=O)C1 (stereo not drawn)
4 | 29 | 95 | -2 | 96 | 2 | 10 | -9 | -2 | CNC(=O)c1cc2cc(OC)ccc2oc1=O
2 | -16 | 96 | 0 | 100 | 1 | -16 | 2 | 1 | Cc1ccc(-c2nc3ncccc3o2)cc1NC(=S)NC(=O)c1ccco1
1 | -34 | 102 | 8 | 110 | 3 | 4 | -1 | 8 | COc1ccccc1C(=O)Nc1nc(-c2ccc3c(c2)OCCO3)cs1
x | 8 | 101 | 3 | 100 | 2 | -15 | 6 | -4 | COc1ccc(NC2=C(C(C)=O)C(c3ccc(OC)cc3)C(C(C)=O)C(C)(O)C2)cc1 (stereo not drawn)
1 | -3 | 98 | 2 | 99 | -2 | 2 | 2 | 2 | O=C(COc1ccc(F)cc1)N(Cc1cccs1)C1CCS(=O)(=O)C1 (stereo not drawn)
4 | 15 | 101 | -4 | 123 | 1 | 34 | 8 | 0 | O=C(N/N=C/c1cccs1)c1cnccn1
4 | 0 | 98 | -15 | 97 | 3 | 32 | -2 | -2 | Cc1ccccc1N(C(=O)c1csnn1)C(C(=O)NC1CCCCC1)c1ccncc1 (stereo not drawn)
-1 | -4 | 103 | 5 | 101 | 3 | -22 | -1 | 1 | O=C(c1ccco1)N1CCN(C(=O)c2ccc(CS(=O)c3ccc(Cl)cc3)o2)CC1 (stereo not drawn)
x | 29 | 87 | -12 | 87 | -1 | 10 | -5 | -3 | O=C(O)c1ccc(Sc2ccccn2)c([N+](=O)[O-])c1
5 | 6 | 104 | -1 | 102 | -3 | x | -1 | 2 | COC(=O)c1ccc(S(=O)(=O)N2CCCN(Cc3ccc(F)cc3)CC2)n1C
-6 | 2 | 99 | -8 | 100 | 8 | 1 | 0 | 0 | CCC(=O)Nc1ccc(NC(=O)c2cc3ccccc3o2)cc1
3 | -1 | 103 | -1 | 101 | x | 25 | -2 | 2 | C[C@H](NC(=O)C(c1ccccc1)c1ccccc1)c1ccccc1
-10 | 18 | 97 | -11 | 99 | -3 | 37 | 7 | 0 | CO/C=C\C=C/c1nnn(-c2ccc(Cl)cc2)n1
1 | -5 | 101 | 7 | 104 | 3 | -8 | 1 | 3 | Cc1cc(S(=O)(=O)N2CCCC2)ccc1OCC(=O)NC1CCCC1
-2 | 4 | 93 | 14 | 99 | -3 | 18 | -7 | -5 | COc1cccc(NC(=S)N/N=C2\CC3CCC2(C)C3(C)C)c1 (stereo not drawn)
-3 | x | 99 | x | 101 | -4 | x | x | 1 | Nc1c(Cl)cc(-c2csc(N3CCCC3c3nc4cc(Cl)c(N5CCCCC5)cc4n3CCOCCO)n2)cc1Cl (stereo not drawn)
3 | 15 | 100 | 3 | 99 | -2 | 4 | 5 | 2 | O=C(O)Cn1cc(C(=O)c2cccs2)c2ccccc21

Retrieved by compound from the entries so far (2):
IDE act | SUMO HTRF inh | MEKK2 WT-MEK5 | pCIP destab | MEKK3 PB1 HTS | IDE inh | NALP1 inh | M18AAP inhibitor | MEKK2 mut-MEK5 | Compound
-1 | 9 | 88 | -9 | 92 | 3 | 13 | 1 | -2 | O=C(Cn1c(CN2CCCCC2)nc2ccccc2c1=O)Nc1ccccc1
-10 | 18 | 97 | -11 | 99 | -3 | 37 | 7 | 0 | CO/C=C\C=C/c1nnn(-c2ccc(Cl)cc2)n1

(listing goes on)
IDE act | SUMO HTRF inh | MEKK2 WT-MEK5 | pCIP destab | MEKK3 PB1 HTS | IDE inh | NALP1 inh | M18AAP inhibitor | MEKK2 mut-MEK5 | Compound
3 | 0 | 103 | -24 | 105 | -5 | 10 | -2 | 11 | CCOc1ccc(C(=O)CCN2CCCCC2)cc1
1 | 4 | 98 | 0 | 95 | -4 | 18 | -8 | -6 | CSc1nsc(SC)c1C(=O)NCCNS(=O)(=O)c1ccc(C)cc1
8 | 8 | 96 | 15 | 94 | -4 | 0 | 1 | -2 | Cc1cc(/C=N/Nc2nc(N3CCOCC3)nc(N3CCOCC3)n2)c(C)n1-c1ccccc1
0 | -2 | 95 | 8 | 101 | 4 | 12 | 9 | -2 | Cc1c(NC(=O)CSc2nc3ccc(Cl)cc3[nH]2)c(=O)n(-c2ccccc2)n1C
4 | 0 | 98 | 13 | 103 | -1 | 9 | 9 | -3 | COc1ccc(S(=O)(=O)NNC(N)=S)cc1
2 | 13 | 94 | -4 | 88 | -5 | 22 | 1 | -2 | COc1cc(OC)c(C2SCCCS2)cc1OC
1 | 18 | 98 | -8 | 100 | 2 | -6 | -12 | 3 | Cc1ccc(S(=O)(=O)NC(C(=O)N2CCOCCOCCOCC2)C(C)C)cc1 (stereo not drawn)
